ERAP1 HTS inh: blocks human ERAP1 aminopeptidase activity. recombinant ERAP1, Leu-AMC fluorescence, 60 min. inhibition, % at 10.7 µM. Q9NZ08. 340,000 compounds, 0.15% hits;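 active = mean replicate inhibition of at least 30%, or all replicates individually reaching that 30% level; inactive = mean below 30% and not every replicate reaching it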;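 also: 0% = neutral control wells and 100% = L-leucinethiol positive control wells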
GSIS activator: primary screen for activators of insulin secretion dependent on glucose, INS-1E cells, GLuc reporter luminescence. AID 743287. 370,000 compounds, 0.61% hits. INS-1E GLuc reporter insulin secretion, 2-3 h. activation, % at 16.6 µM;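 active = lowest replicate activation of at least 40%, so every replicate reaches that level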;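 also: 0% = median of neutral control wells and 100% = median of IBMX positive control wells; some compounds called inactive have numbers as strong as hits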
esBAF inh: inhibitors of esBAF chromatin remodeling in mouse ES cells. AID 602393. 350,000 compounds, 2% hits. Bmi1-luciferase knock-in reporter, 24 h; 100% = twice the neutral-well signal. reporter increase, % at 12.5 µM; in the data active = activation above about 40%;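 also: 0% = median of the plate's neutral control wells and 100% = double that signal; a rise in the Bmi1 reporter signal indicates esBAF inhibition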
F508del corr: CFTR F508del correction in bronchial cells; CFBE cells, YFP halide quenching; stimulated with forskolin plus potentiator P3; % fluorescence drop versus neutral controls; activity (quench increase), % at 7.58 µM; 350,000 compounds, 0.36% hits; AID 720511;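 active = mean added fluorescence quench of at least 8% versus neutral control, with both replicates also reaching 8%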;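 also: cells transiently co-express mutant CFTR-F508del with the halide-sensitive YFP; corrector assay measuring rescue of mutant channel to the surface after 24 h compound exposure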
ARNT-TACC3 inh: disruptors of human ARNT/TACC3 interaction | AID 623870 | inhibition, % at 9.99 µM | Q9Y6A5 | 390,000 compounds, 0.66% hits | AlphaScreen His-ARNT PAS-B/GST-TACC3 binding, luminescence; TACC3 fragment carries E629A point mutation;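 active = mean inhibition of replicates at least 50% and at least half of replicates each reaching 50%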;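 also: 0% = complete ARNT plus TACC3 wells and 100% = ARNT alone without TACC3; many hits fall short of the cut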
Xi reactivation: reactivates the inactive X chromosome in mouse fibroblasts | XiGFP mouse fibroblasts, % GFP-positive cells imaging, 3 d; cells co-treated with 5-aza-dC sensitizer; scaled so ellipticine positive control = 100% | activation, % at 7.58 µM | 360,000 compounds, 0.055% hits | AID 743238;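 active = mean normalized replicate activation at least 10% and every replicate at or above 10%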;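 also: 0% = median of on-plate neutral control wells and 100% = ellipticine 6 µM median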
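Material: XiGFP fibroblasts, SV40-immortalized; Buffer or medium: DMEM containing 5-aza-dC; Compound dosing: single point; Times: 3 days compound exposure.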
RAD54 branch: inhibitors of human RAD54 branch migration; RAD54 Holliday junction branch migration, FAM/BHQ fluorescence; inhibition, % at 10.4 µM; 360,000 compounds, 0.14% hits; AID 602329;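 active = mean normalized replicate activity at least 40 and at least half of replicates scoring 40 or more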;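 also: 0% = median of neutral control wells and 100% = median of positive control wells; inhibitors cause a drop in the FAM fluorescence signal; in these data hits start at about 50%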
Target sequence (Q92698 whole entry, looked up): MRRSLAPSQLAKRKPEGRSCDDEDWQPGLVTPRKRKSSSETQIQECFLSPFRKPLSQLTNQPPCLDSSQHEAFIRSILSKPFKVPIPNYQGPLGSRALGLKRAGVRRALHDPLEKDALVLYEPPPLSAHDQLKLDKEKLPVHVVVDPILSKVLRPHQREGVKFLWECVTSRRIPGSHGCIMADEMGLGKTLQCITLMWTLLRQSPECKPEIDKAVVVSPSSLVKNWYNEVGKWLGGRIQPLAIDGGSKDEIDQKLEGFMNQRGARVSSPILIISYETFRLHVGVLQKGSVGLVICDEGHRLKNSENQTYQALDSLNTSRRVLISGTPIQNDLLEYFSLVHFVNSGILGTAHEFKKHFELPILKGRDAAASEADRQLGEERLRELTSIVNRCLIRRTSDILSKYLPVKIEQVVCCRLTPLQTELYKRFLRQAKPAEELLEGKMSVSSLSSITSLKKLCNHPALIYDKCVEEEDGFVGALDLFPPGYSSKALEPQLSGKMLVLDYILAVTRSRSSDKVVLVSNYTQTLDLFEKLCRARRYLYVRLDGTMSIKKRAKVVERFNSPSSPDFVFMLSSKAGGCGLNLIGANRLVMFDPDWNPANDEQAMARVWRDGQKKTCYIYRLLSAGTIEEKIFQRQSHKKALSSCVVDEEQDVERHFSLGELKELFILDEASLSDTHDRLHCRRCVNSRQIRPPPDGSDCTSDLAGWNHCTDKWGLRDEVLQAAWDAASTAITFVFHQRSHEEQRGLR
RAD52 inh: inhibitors of human RAD52 DNA annealing; inhibition, % at 18.7 µM; 360,000 compounds, 0.46% hits; recombinant RAD52 DNA annealing, FRET fluorescence;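 active = every replicate showing at least 50% inhibition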
Starred values were filed as active, the others as inactive; · = no result given; & = joins results of further samples.

SMILES	ERAP1 HTS inh	GSIS activator	esBAF inh	F508del corr	ARNT-TACC3 inh	Xi reactivation	RAD54 branch	RAD52 inh
O=C(COC(=O)c1n[nH]c(=O)c2ccccc12)c1ccc(Br)cc1	7	0	-10	2.4	-7	0.0	4	-6
CCCNC(=O)C[C@@H]1CC[C@@H]2[C@H](COC[C@@H](O)CN2C(=O)Nc2ccccc2OC)O1	-1	-1	-9	-1.5	-19	0.1	-3	19
Cc1ccc(S(=O)(=O)N2CCN(C(=O)COC(=O)/C=C/c3cccc([N+](=O)[O-])c3)CC2)c(C)c1	1	-27	-1	-3.4	·	0.0	1	-15
CC(C)C#Cc1ccc2c(c1)O[C@H](CN(C)C(=O)c1ccccn1)[C@H](C)CN([C@H](C)CO)S2(=O)=O	1	-5	9	0.5	4	-0.9	7	8
COc1ccccc1NC(=O)CSc1ccc(-c2ccco2)nn1	-5	32	-3	2.6	4	-0.1	12	-14
O=C(COC(=O)/C=C/c1ccccc1)NC1CCCCC1	-2	-3	-4	0.5	-4	0.1	9	-7
O=C(C[C@H]1C=C[C@@H](NC(=O)c2ccncc2)[C@H](CO)O1)NCC1CC1	-3	15	-1	0.1	2	0.1	3	-1
COc1ccc(C(=O)N2CCN(c3ccc(F)cc3)CC2)cc1S(=O)(=O)NC1CC1	-2	-16	50*	-1.2	-23	0.1	-18	-6
CC(=O)Nc1cc(-c2ccccc2CN(C)C)cn2c(-c3ccc(C(C)=O)cc3)cnc12	0	5	5	-1.2	·	0.1	20	7
CC(=O)c1ccc(NC(=O)COC(=O)CCC(=O)c2cccs2)cc1	1	5	·	-0.9	-2	0.0	1	-10

Overlap with the part before: two entries, then new ones.
SMILES	ERAP1 HTS inh	GSIS activator	esBAF inh	F508del corr	ARNT-TACC3 inh	Xi reactivation	RAD54 branch	RAD52 inh
CC(=O)Nc1cc(-c2ccccc2CN(C)C)cn2c(-c3ccc(C(C)=O)cc3)cnc12	0	5	5	-1.2	·	0.1	20	7
CC(=O)c1ccc(NC(=O)COC(=O)CCC(=O)c2cccs2)cc1	1	5	·	-0.9	-2	0.0	1	-10
COc1ccc2c3c([nH]c2c1)[C@H](CO)N(C(C)=O)CC31CCN(C(=O)Nc2ccc(F)cc2F)CC1	-1	-5	·	0.3	·	0.0	·	5
COc1ccc(S(=O)(=O)Nc2ccc3c(c2)C(=O)N([C@H](C)CO)C[C@@H](C)[C@H](CN(C)Cc2ccc(Cl)c(Cl)c2)O3)cc1	-3	0	-3	5.8	0	-0.1	0	-15
COCCCNC(=O)c1ccc(Cn2c(=O)c3ccccc3n(CC(=O)NCCc3ccc(OC)c(OC)c3)c2=O)cc1	·	17	0	-0.2	-1	-0.2	7	-15
O=C(Nc1cc(Cl)c(O)c(Cl)c1)C1CCCO1 (stereo not given)	1	13	7	0.1	-22	·	8	3
C(=C\c1sc(Nc2ccccc2)n[n+]1-c1ccccc1)/c1ccccc1	·	-1	28	-4.5	-10	0.1	5	-36
COc1ccc(CNC(=O)c2ccc(Cl)c(NC3=NC4CS(=O)(=O)CC4S3)c2)cc1 (stereo not given)	4	5	-3	2.1	-2	-0.1	8	-11
COc1ccc(NC(=O)CSc2nnc(N)s2)cc1S(=O)(=O)N1CCCCC1	4	17	-9	-1.5	4	0.4	-5	-4
CCn1nc(C(=O)Nc2ccc(N3CCOCC3)cc2)c2ccccc2c1=O	-4	13	-10	-1.8	-7	0.0	-6	-7
CC1(C)Cc2c(cnn2-c2ccccc2)C(NC(=O)CCc2ccncc2)C1 (stereo not given)	-3	12	-4	0.0	-1	-0.1	0	-6
CCOC(=O)COc1nc2c(c(-c3ccco3)c1C#N)CCc1ccccc1-2	·	5	·	3.7	7	0.1	-2	-16
Clc1ccc(-c2n[nH]c3c2CCCC3)cc1	1	8	·	-2.1	-5	0.0	·	-18
CCN(CC(=O)Nc1ccc(NC(C)=O)cc1)C(=O)C1CCC1	1	14	9	0.4	-3	0.0	-4	6
C[C@@H]1CCCCO[C@H](CN(C)S(C)(=O)=O)[C@@H](C)CN([C@H](C)CO)C(=O)c2cc(NS(=O)(=O)c3ccc(Cl)cc3)ccc2O1	-6	5	-5	-1.6	-3	0.2	1	-1
Cc1ccc(S(=O)(=O)CC(=O)Nc2ccccn2)cc1	2	28	·	3.9	11	0.2	-3	-1
Cn1nc(C(=O)OCC(=O)NCCc2ccccc2)c2ccccc2c1=O	-2	28	·	0.2	-5	0.8	-6	-2
COc1ccc(CCNC(=O)C2CCN(C(=O)N(C)C)CC2)cc1OC	-1	-8	-1	4.6	-4	·	-1	-3
Cc1nc(-c2ccc3c(c2)OCCCO3)cs1	2	·	·	-1.9	-7	0.1	·	-2
CCc1c(C(=O)NNC(=S)NC2CCCCC2)csc1C	0	-14	14	-1.2	·	0.0	-4	-10
CCCNC(=O)N(C)C[C@@H]1Oc2ncc(-c3ccc(OC)cc3)cc2C(=O)N([C@@H](C)CO)C[C@H]1C	1	2	5	2.7	-12	-1.4	-6	6
C[C@H](CO)N1C[C@H](C)[C@@H](CN(C)Cc2cccc(C(=O)O)c2)Oc2cc(Br)ccc2S1(=O)=O	5&4	4&17	5&2	-1.2&-2.7	-3	-0.2&0.0	1&-1	-11&-3
COc1ccc(/C=C2\SC(=Nc3ccccc3Cl)NC2=O)c(OC)c1	0	-10	4	1.0	·	0.0	1	-6
CCOc1cccc(OCCCCn2cnc3ccccc3c2=O)c1	-2	8	0	-0.7	-5	0.0	-7	-22
N#C[C@H]1[C@H](c2ccccc2C2=CCCC2)[C@@H](CO)N1C(=O)C1CCOCC1	-2	9	·	-0.8	·	0.0	·	4
COC(=O)c1ccc(CNC(=O)COC(=O)/C=C/c2cccc(OC)c2)cc1	-1	12	9	-2.4	·	0.1	4	-1
C=C1C(=O)[C@]23C[C@H]1CC[C@H]2[C@]1(C)[C@@H](OC(C)=O)CC[C@@](C)(C(=O)O)[C@H]1C[C@@H]3OC(C)=O	2	-41	-6	-4.2	·	0.1	-2	-25
COc1ccc(NC(=O)Cn2c(=O)oc3cc(S(=O)(=O)N4CCCC4)ccc32)c(OC)c1	2	2	-12	3.9	-17	0.0	-2	-8
COc1ccccc1-c1nnc(SCc2nc3ccccc3[nH]2)n1C	2	7	-5	-1.8	1	·	0	-25
CCN(CC)S(=O)(=O)c1ccc(N2CCOCC2)c(NC(=O)c2ccc(OC)c([N+](=O)[O-])c2)c1	-5	-6	1	1.2	-4	-0.1	3	-16
CC=Cc1ccc2n(c1=O)C[C@H]1[C@H](CO)[C@@H](C(=O)N3CCCCC3)N(C(=O)CC3CC3)[C@@H]21 (mixture of isomers)	0	5	-3	0.1	-1	-0.1	-7	-22
Cc1noc(C)c1C(=O)OC(C)C(=O)c1c[nH]c2ccccc12 (stereo not given)	4	-4	4	0.3	·	0.0	3	-14
CCc1noc(C)c1C(=O)Nc1nc(-c2ccccc2)cs1	3	2	·	-0.2	0	0.2	1	-10
C[C@@H]1CN([C@@H](C)CO)C(=O)c2cc(-c3cccnc3)cnc2O[C@H]1CN(C)C(=O)Nc1ccc(F)cc1	-3	11	1	-1.3	-2	0.7	3	-1
Cc1ccc(S(=O)(=O)N2CCOC2C(Cl)(Cl)Cl)cc1 (stereo not given)	2	-6	·	-0.5	3	0.0	-2	-6
COc1cc(C(=O)NCCOc2ccccc2)cc(OC)c1OC	1	·	7	0.1	11	0.0	2	-16
CCOC(=O)c1ccc(S(=O)(=O)N2CCC(N3CCCCCC3)CC2)cc1	-2	10	-6	3.4	·	0.4	-1	-11
CC(C)NC(=O)N(C)C[C@@H]1Oc2c(NS(=O)(=O)c3ccc(F)cc3)cccc2C(=O)N([C@H](C)CO)C[C@@H]1C	2	4	-3	-0.8	-7	0.1	-26	3
CN(CCc1cnn(C)c1)Cc1cn(C)nc1-c1ccccc1F	5	-2	-4	1.1	0	0.4	-5	-17
CC(=O)N(C)C[C@@H]1Oc2ncc(C#Cc3cccnc3)cc2C(=O)N([C@@H](C)CO)C[C@@H]1C	9	12	·	-0.4	·	0.0	·	-1
COc1ccc(/C=C/C(=O)OCC(=O)Nc2cccc(S(=O)(=O)NC3=NCCCCC3)c2)cc1	2	-8	5	-2.3	11	0.0	-1	-3
CO[C@H]1CN(C)C(=O)c2ccc(NS(=O)(=O)CC(F)(F)F)cc2OC[C@H](C)N(CC2CCCCC2)C[C@H]1C	-3	1	-6	0.9	-4	-0.2	-9	5
Cc1noc(C)c1NC(=O)Nc1ccc2c(c1)C(=O)N([C@@H](C)CO)C[C@H](C)[C@@H](CN(C)C(=O)CCCN(C)C)OCCCC[C@@H](C)O2	1	10	-1	-4.9	-2	0.2	11	-5
CCCN1C[C@H](C)[C@H](OC)CN(C)C(=O)c2cc(NC(=O)NC3CCCC3)ccc2OC[C@@H]1C	-3	1	·	-1.1	·	0.2	·	-1
CCc1cccc2c(C(=O)COC(=O)C3=NNC(=O)CC3)c[nH]c12	8	4	·	0.3	·	0.3	·	-7
COc1c(C)cc(C(=O)C2CCCN(C(=O)c3ccc4[nH]ccc4c3)C2)cc1C (stereo not given)	·	-10	3	-3.6	2	0.2	-6	4
CC(=O)N(c1ccccc1)C1SC(=O)N(c2ccccc2)C1=O (stereo not given)	11	17	·	0.8	29	·	·	2
O=[N+]([O-])c1ccc(N2CCc3ccccc3C2)nc1	-6	-3	23	-2.9	2	0.0	-3	-18
Cc1ccc(COc2ccc(S(=O)(=O)N3CCCC3)cc2C(N)=O)cc1	1	1	-1	-2.7	8	0.5	4	-14
CC(=O)OCCN1c2ccccc2Sc2cnccc21	3	26	-8	3.4	·	-0.2	4	-9
COc1ccc(NC(=O)N(C)C[C@@H]2Oc3ncc(C#CCN(C)C)cc3C(=O)N([C@H](C)CO)C[C@@H]2C)cc1	1&-5	12	-5&0	-0.2&1.0	7&-12	-1.2	-10&0	-15&-4
CCOC(=O)C1=C(C)NC2=C(C(=O)CCC2)C1c1coc2ccccc2c1=O (stereo not given)	-6	22	-1	2.2	4	·	-3	-9

Some of these compounds in order of their number in ERAP1 HTS inh, largest number first:
mol	ERAP1 HTS inh
COc1ccc(CCNC(=O)C2CCN(C(=O)N(C)C)CC2)cc1OC	-1
CCCN1C[C@H](C)[C@H](OC)CN(C)C(=O)c2cc(NC(=O)NC3CCCC3)ccc2OC[C@@H]1C	-3
COc1ccccc1NC(=O)CSc1ccc(-c2ccco2)nn1	-5

(continued)
SMILES	ERAP1 HTS inh	GSIS activator	esBAF inh	F508del corr	ARNT-TACC3 inh	Xi reactivation	RAD54 branch	RAD52 inh
COc1ccc2c3c([nH]c2c1)[C@H](CO)N(C(C)=O)CC31CCN(C(C)=O)CC1	0	-1	·	-1.2	·	0.0	·	-2
C=CCOc1ccc(C[C@H](N)C(=O)NC[C@H]2O[C@@H](n3ccc(N)nc3=O)[C@H](O)[C@@H]2O)cc1	0	17	-1	1.3	·	0.0	8	-8
Cn1c(C(=O)OC(C(=O)NC2CCCCC2)c2ccncc2)cc2sccc21 (stereo not given)	-3	3	-2	0.8	-23	·	3	-14
COc1cccc(C(c2c(C)[nH]n(-c3ccccc3)c2=O)c2c(C)[nH]n(-c3ccccc3)c2=O)c1OC	·	10	2	·	4	0.1	6	·
CCCNC(=O)NC(C)C12CC3CC(CC(C3)C1)C2 (stereo not given)	5	-1	-3	1.7	-1	·	6	-6
O=[N+]([O-])c1ccc(NC(=S)NCCc2ccc(F)cc2)cc1	-2	-22	·	·	11	0.6	·	-5
COCC(=O)NC[C@H]1[C@@H](c2ccc(C3=CCCC3)cc2)[C@H](CO)N1C(C)=O	-1	8	4	0.2	-13	0.0	3	-9
COCCN(CCOC)c1nc(-c2ccc(C)cc2)nc2ccccc12	1	·	9	·	-11	-0.1	6	13
FC(F)(F)c1nc2ncc(Cl)cc2[nH]1	2	-14	-7	·	-3	·	-3	-3

From PubChem
